From PubChem BioAssay
BCR signal inh: inhibitors of chronic active B-cell receptor signaling. ABC-DLBCL IkBa-CBG/CBR reporter, luminescence ratio, 4 h. Potency, µM (titrated, usually from 46.1 µM), without a hit: top-dose ratio change, negative = lower green/red ratio, usual class: inhibitors. 340,000 compounds, 0.05% hits; active means well fitted inhibition curve with a large enough effect in the signal ratio, with a control signal flat, not every such curve was filed as active; inconclusive means small, poorly fitted or top-dose-only effect, or effect the other way, or a change in a side signal; the % refers to the signal ratio;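 further: potency means the concentration at half of the fitted maximal effect; plate controls were basal doxycycline-induced cells for no effect and cells given 10 µM MG132 for full effect; MG132 reads +100%, hits lower the ratio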
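Concentration-response series (up to 46 uM) were applied to TMD8 dual-reporter cells for 4 h at 37C with doxycycline. Green/red ratio, after filter-overlap correction, defined %Activity; red signal alone was normalised to basal cells and zero luminescence.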
Tb PFK inh: inhibitors of T. brucei phosphofructokinase | AID 485367 | Potency, µM (titrated, usually from 57.5 µM), without a hit: top-dose activity, negative = inhibition, most hits filed as inhibitors | T. brucei PFK, ADP-Glo luminescence | 330,000 compounds, 0.17% hits | O15648;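 further: potency means the concentration at half of the fitted maximal effect; 0% = uninhibited 1x PFK enzyme wells and -100% = no-enzyme wells; nearly all actives have a fitted effect of over 60% in size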
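Activity is normalized to no-enzyme wells (full inhibition) and 1.25 nM enzyme wells (no inhibition). Reaction: 0.5 mM F6P, 0.1 mM ATP, 45 min RT, ADP-Glo luminescence; concentration-response curves fitted and classed by quality.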
Coupling enz: counter-screen for Giardia aldolase inhibitors: coupling enzyme system. coupling enzyme system counterscreen, AmpLite Red fluorescence. activity change, negative = inhibition, % at 58.2 µM, hits read low. 290,000 compounds, 0.67% hits. AID 2472; in the data active means activity change below about -30%; further: on the % scale 0 is the no-effect control and ±100 the full control effect
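Counterscreen of the coupled detection system alone, without aldolase: glyceraldehyde-3-phosphate coupling enzymes plus AmpLite Red readout. Compounds at 57.5 uM final, 10 min RT preincubation, 20 min RT reaction, fluorescence 525/598 nm.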
ASM inhibitor: human S-ASM enzyme inhibition | placental ASM, HMU-PC fluorogenic substrate, 60 min | Potency, µM (series often up to 57.5 µM), for inactives: top-dose activity change, negative = inhibition, most hits filed as inhibitors | P17405 | 340,000 compounds, 0.006% hits; further: potency means the concentration at half of the fitted maximal effect
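Human placenta-derived ASM enzyme was preincubated with compound for 10 minutes at room temperature, then given fluorogenic substrate HMU-PC0 (9 uM final) for 60 minutes at 37 °C; a pH 10 stop preceded fluorescence reading at Ex 386/Em 447 nm.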
Menin-MLL TR inh: displaces Texas Red mutant MLL peptide from human menin | Menin + Texas Red MLL mutant peptide, fluorescence polarization | Potency, µM (series often up to 61.6 µM), for the others: at the highest dose FP activity change, negative = inhibition, actives largely listed as inhibitors | 270,000 compounds, 0.23% hits | AID 1768; active means well fitted inhibition curve with a large enough effect in the polarisation, with a control signal flat, not every such curve was filed as active; inconclusive means small, poorly fitted or top-dose-only effect, or effect the other way, or a change in a side signal; inactive means no such curve, though single readings can be large or run the other way; the % refers to the polarisation; further: potency means the concentration at half of the fitted maximal effect; % of control where 0% means no effect; many of its hits are not listed in these tables
Target sequence (O00255 whole entry, looked up): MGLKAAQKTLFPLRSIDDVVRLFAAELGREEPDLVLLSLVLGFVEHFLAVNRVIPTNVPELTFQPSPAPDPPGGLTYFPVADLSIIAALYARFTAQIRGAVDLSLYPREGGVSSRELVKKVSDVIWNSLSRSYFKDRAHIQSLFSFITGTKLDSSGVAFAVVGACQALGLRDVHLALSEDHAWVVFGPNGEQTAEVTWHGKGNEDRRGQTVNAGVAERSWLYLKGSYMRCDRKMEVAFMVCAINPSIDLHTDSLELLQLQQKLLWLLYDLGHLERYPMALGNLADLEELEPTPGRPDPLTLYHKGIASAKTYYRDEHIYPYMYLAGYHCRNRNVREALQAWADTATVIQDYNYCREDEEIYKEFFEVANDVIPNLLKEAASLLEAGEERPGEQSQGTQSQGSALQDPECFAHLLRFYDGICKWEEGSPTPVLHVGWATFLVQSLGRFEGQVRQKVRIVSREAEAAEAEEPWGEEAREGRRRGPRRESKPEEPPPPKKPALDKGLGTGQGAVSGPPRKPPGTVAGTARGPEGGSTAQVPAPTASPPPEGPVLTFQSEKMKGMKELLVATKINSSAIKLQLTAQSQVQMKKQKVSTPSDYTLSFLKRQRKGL
PTAP TSG101 blk: blocks PTAP/TSG101 interaction to inhibit HIV-1 budding; Q99816; Fluorescence polarization, FITC-PTAP peptide / Tsg101 binding; Potency, µM (series often up to 115 µM), without a hit: top-dose activity change, negative = inhibition, actives largely listed as inhibitors; 340,000 tested, under 10 active; active means well fitted inhibition curve with a large enough effect in the main read-out, with a control signal flat, not every such curve was filed as active; inconclusive means small, poorly fitted or top-dose-only effect, or effect the other way, or a change in a side signal; inactive means no such curve, though single readings can be large or run the other way; further: potency means the concentration at half of the fitted maximal effect; % of control where 0% means no effect
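Tsg101 binding domain (10 uM final) was mixed with compound and a FITC-labeled PTAP peptide (50 nM final) in HEPES pH 7.5 buffer with NaCl, Tween 20, EDTA and TCEP; fluorescence polarization was read after 20 min at r.t.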
GALK inh: blocks human galactokinase activity; P51570; Purified GALK, Kinase-Glo residual ATP luminescence; Potency, µM (top dose mostly 57.5 µM), for inactives: at the highest dose activity change, negative = inhibition, usual class: inhibitors; 270,000 compounds, 0.007% hits; AID 1868; further: potency means the concentration at half of the fitted maximal effect; on the % scale 0 is the no-effect control and ±100 the full control effect
Target sequence (P51570 whole entry, looked up): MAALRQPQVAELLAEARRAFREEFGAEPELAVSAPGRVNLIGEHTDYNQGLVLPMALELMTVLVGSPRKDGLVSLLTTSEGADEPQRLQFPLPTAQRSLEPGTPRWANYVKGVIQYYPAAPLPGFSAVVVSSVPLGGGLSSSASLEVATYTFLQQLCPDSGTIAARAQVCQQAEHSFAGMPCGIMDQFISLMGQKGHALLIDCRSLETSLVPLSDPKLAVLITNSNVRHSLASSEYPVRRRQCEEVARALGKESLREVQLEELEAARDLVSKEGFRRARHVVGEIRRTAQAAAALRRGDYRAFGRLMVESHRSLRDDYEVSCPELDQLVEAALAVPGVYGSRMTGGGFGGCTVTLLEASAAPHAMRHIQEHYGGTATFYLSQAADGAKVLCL
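Human GALK (5 nM) with 35 uM ATP and 100 uM galactose in 20 mM HEPES pH 8.0, 5 mM MgCl2, 60 mM NaCl, 1 mM DTT, 0.01% BSA. After 1 h at room temperature, leftover ATP was read by Kinase-Glo Plus luminescence.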
PKM2 activator: increases activity of human pyruvate kinase M2; P14618; purified PKM2, Kinase-Glo ATP luminescence, activation; response scale: 0% is enzyme alone, no compound; Potency, µM (series often up to 57.5 µM), for inactives: top-dose activation, most hits filed as activators; 260,000 compounds, 0.34% hits; AID 1631; further: potency means the concentration at half of the fitted maximal effect; on the % scale 0 is the no-effect control and ±100 the full control effect; nearly all actives have a fitted effect of over 55% in size
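Purified hPK-M2 (>95% pure) converted ADP (0.1 mM final) to ATP with 0.5 mM PEP in 50 mM imidazole pH7.2, KCl, MgCl2, Tween 20, BSA; 1 h at room temperature. ATP detected by Kinase-Glo luminescence.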
Integrin act MD: activators of alpha7 integrin expression for muscular dystrophy. alpha7betagal myoblasts, beta-gal FDG fluorescence, 48 h. 350,000 compounds, 0.064% hits. Potency, µM (series often up to 38.3 µM), for inactives: at the top dose activation, most hits filed as activators. AID 624291;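 further: potency means the concentration at half of the fitted maximal effect; 100% = response of the positive control SU9516; nearly all actives have a fitted effect of over 60% in size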
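Alpha7betagal+/- myoblasts (passage 13) were plated 16-24 hr, then exposed to compounds (1:260 dilution of DMSO stock) for 48 hours at 37C. After MPER lysis, β-galactosidase reporter activity was read as FDG fluorescence (ex 480/em 540) after 30 minutes.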
Giardia kill: kills Giardia lamblia. Giardia lamblia trophozoite viability. AID 540267. activity change, % at 7.66 µM, hits read low. 340,000 compounds, 0.15% hits; in the data active means activity change below about -80%; inconclusive means between about -30% and that limit;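 further: parasites exposed to compound for two days anaerobically before the ATP read; on the % scale 0 is the no-effect control and ±100 the full control effect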
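Viability, read as ATP luminescence: trophozoites at 100 cells/well, compound added, 48 hrs anaerobic at 37 deg C, then 15-30 min room-temperature development before reading.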
B2AR arrestin: beta2AR (human) beta-arrestin recruitment activity | P07550 | beta-arrestin recruitment to beta2AR, cell-based reporter | Potency, µM (highest dose often 46.1 µM), inactives show top-dose activation, actives largely listed as activators | 330,000 compounds, 0.02% hits | AID 492947;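 further: potency means the concentration at half of the fitted maximal effect; 0% = DMSO controls and full agonism = EC100 isoproterenol or metaproterenol; nearly all actives have a fitted effect of over 65% in size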
Active calls of the source: *; ? = inconclusive; . = not tested or not shown; [ ] = dose if it differs, or a comment. Unless noted, the call rests on the fitted dose curve; in most records, active means well fitted curve in the direction sought with a large enough effect; inconclusive means small, poorly fitted or top-dose-only effect, or another doubt; inactive means no such curve, though single readings can be large; an effect the other way counts as inactive or inconclusive.

No.	Structure	BCR signal inh	Tb PFK inh	Coupling enz	ASM inhibitor	Menin-MLL TR inh	PTAP TSG101 blk	GALK inh	PKM2 activator	Integrin act MD	Giardia kill	B2AR arrestin
1	COC(=O)N/N=C/c1c(C)nn(-c2cccc(Cl)c2)c1Cl	-17%	-11%	-1	3%	?	-1%	-4%	-2%	-12%	10	-1.0%
2	CSc1ccc(/C=C2\CCn3c2nc2cc(C(=O)O)ccc2c3=O)cc1	5%	11%	0	217%[activator]	?	-6%	-2%	.	33%	-9	-0.5%
3	O=C(CN1CCCc2ccccc21)NCCc1ccc(Cl)cc1	12%	-8%	1	-4%	-12%	-1%	0%	26%	-1%	6	-0.1%
4	CSCc1ccc(C(=O)NC(C)c2ccc(-n3ccnc3)cc2)cc1 (stereo not given)	-10%	3%	.	6%	.	4%	-5%	.	19%	-18	-0.6%
5	Cc1ccc(S(=O)(=O)N2CCN(C3CCN(Cc4ccccc4)CC3)CC2)cc1	0%	3%	3	4%	1%	-5%	8%	12%	2%	13	0.1%
6	O=C(O)c1ccc(Cl)c(NC(=S)NC(=O)c2cccc(COc3ccccc3)c2)c1	-11%	0%	4	-1%	?	-2%	-1%	-2%	-26%	-24	-0.2%
7	COC(=O)CC1C(=O)NCCN1C(=O)c1sc2ccccc2c1Cl (stereo not given)	-6%	5%	3	-1%	.	-3%	2%	6%	-2%	26	-0.5%
8	COc1cccc(-c2ncc3ccccc3c2COC(=O)c2ccc(F)cc2)c1	?	-4%	.	-14%	.	-2%	.	.	0%	2	0.1%
9	COc1ccc(C(=O)OCC(=O)NC(=O)NC(C)C)cc1OC	-3%	0%	0	-1%	-11%	0%	0%	10%	0%	3	-0.1%
10	CCn1c(-c2csc(-c3ccccc3)n2)n[nH]c1=S	.	.	1	2%	5%	-3%	2%	-3%	-10%	14	.
11	COC(=O)N(NC(=O)C(O)(c1ccccc1)c1ccccc1)c1ccccc1	0%	10%	0	5%	-17%	-2%	-1%	1%	-6%	9	2.3%
12	Cn1c(C23CC4CC(CC(C4)C2)C3)n[nH]c1=S	4%	-2%	1	6%	-1%	1%	-3%	-11%	0%	-8	-0.4%
13	Cc1ccc(NN=Nc2nc3c([nH]2)c(=O)n(C)c(=O)n3C)cc1	?	17%	-6	7%	7%	2%	0%	?	-24%	-5	-0.3%
14	CC(C)(C)C(=O)CSc1ccc(S(=O)(=O)N2CCN(Cc3ccccc3)CC2)cn1	-4%	-4%	.	-4%	.	-4%	.	.	25%	-4	-2.5%
15	O=C(c1ccc(CNS(=O)(=O)c2ccccc2)cc1)N1CCN(c2ccccn2)CC1	?	-1%	-5	-1%	0%	-7%	1%	4%	-29%	-5	-1.4%
16	O=C(NNC(=S)NCc1ccccc1)c1ccc(Br)cc1	1%	1%	0	-2%	25%	-1%	1%	0%	-34%	?	0.0%
17	Cc1ccccc1S(=O)(=O)Cc1ccc(C(=O)NC2CCCCCC2)o1	?	-3%	-1	1%	-21%	-4%	3%	.	17%	3	0.1%
18	CCc1ccc2[nH]c(=O)c(CN(CCCN3CCOCC3)C(=O)Nc3cccc(Cl)c3)cc2c1	?	0%	1	-16%	5%	-3%	-9%	3%	-60%[inhibitor]	-18	-0.1%
19	COCCN1C(=O)Cc2c1nc(N)c1c(N)nc(N3CCN(c4ccc(F)cc4)CC3)c(C#N)c21	5%	-6%	-9	74%[activator]	?	1%	1%	-1%	-16%	28	-0.1%
20	O=C1NC(Cc2c[nH]c3ccccc23)C(=O)N1Cc1ccccc1 (stereo not given)	0%	1%	.	0%	.	2%	-4%	-8%	2%	3	-1.5%

(next part)
No.	Structure	BCR signal inh	Tb PFK inh	Coupling enz	ASM inhibitor	Menin-MLL TR inh	PTAP TSG101 blk	GALK inh	PKM2 activator	Integrin act MD	Giardia kill	B2AR arrestin
21	Cc1cc(N2C(=O)C(O)=C(C(=O)c3ccco3)C2c2ccc(O)cc2)no1 (stereo not given)	?	0%	-6	0%	8%	-6%	3%	-14%	17%	9	0.5%
22	Cc1ccc2cc(CN(C)C(=O)C3CCCO3)c(=O)[nH]c2c1 (stereo not given)	1%	-8%	-2	-1%	-9%	0%	0%	0%	-2%	11	0.2%
23	COc1ccc(C)cc1S(=O)(=O)n1ccnc1C	-4%	-7%	0	5%	-1%	-6%	3%	-28%	10%	6	-0.5%
24	O=C(COC(=O)c1cc(S(=O)(=O)N2CCOCC2)ccc1Cl)NC1CC1	6%	-5%	.	4%	.	-12%	.	.	-32%	24	-0.1%
25	O=C(Nc1ccc2nc(-c3ccccc3)oc2c1)c1ccco1	24%	0%	0	3%	9%	-6%	-3%	-4%	3%	21	-0.1%
26	O=c1c2c3c(sc2nc2n1CCCC2)CCCCC3	-5%	2%	3	-1%	-8%	-3%	-2%	-5%	3%	-11	-0.1%
27	Cc1cc(=O)n2nc(N3CCC(C(=O)NC4CCCc5ccccc54)CC3)sc2n1 (stereo not given)	-1%	0%	2	-2%	0%	-1%	3%	-2%	6%	-28	0.1%
28	C#CCOCCOCCOCCNc1nc(N2CCN(C(=O)CCCCCCCCCCNC(=O)[C@@H](CCSC)n3cc(CCO)nn3)CC2)nc(N2CCN(C(=O)CCCCCCCCCCNC(=O)[C@H]([C@@H](C)CC)n3cc(CCCCCN)nn3)CC2)n1	?	?	.	-15%	.	24%	.	.	-45%	6	0.2%
29	C[C@H](NC(=O)c1nc[nH]c1C(=O)N1CCc2ccccc2C1)C(=O)OC(C)(C)C	?	1%	-7	2%	.	0%	-1%	2%	30%	-26	-0.8%
30	O=C(CNC(=S)N(Cc1ccccc1Cl)C1CCCC1)NCCN1CCOCC1	2%	-1%	-1	0%	-2%	-3%	-2%	-6%	-11%	-13	-0.3%
31	COCCCn1c(SCC(=O)N2CC(=O)Nc3ccccc32)nnc1-c1ccoc1C	-1%	4%	1	4%	-12%	-5%	4%	12%	3%	-10	0.6%
32	COc1cc(NC(=O)c2ccccc2)c(OC)cc1NC(=O)CN1CCOCC1	4%	0%	1	-1%	2%	-4%	12%	1%	-15%	16	-1.3%
33	O=C(COc1ccc(S(=O)(=O)N2CCCC2)cc1Cl)NC1CC1	?	2%	1	3%	28%	-6%	-3%	17%	2%[7.66 µM]	22	-1.0%
34	Cc1ccc(N2C(=O)c3ccc(C(=O)N4CCN(c5ccc(C)c(C)c5)CC4)cc3C2=O)cc1	1%	1%	1	-4%	-10%	2%	10%	-17%	-6%	4	0.1%
35	CS(=O)(=O)N(CC(=O)Nc1ccccc1)Cc1ccc(Cl)cc1	4%	-1%	-4	5%	11%	-6%	-1%	-1%	11%	13	-0.4%
36	CCOC(=O)N1CCN(C(=O)Cc2ccsc2)CC1	-1%	0%	4	3%	0%	-6%	0%	1%	-14%	-2	2.0%
37	CC(C)Oc1ccc(CNS(=O)(=O)c2csc(C(N)=O)c2)cc1	7%	5%	1	0%	-6%	-5%	6%	1%[0.46 µM]	?	13	0.0%
38	O=C(Cc1sc(Nc2ccccc2)nc1-c1ccccc1)NCc1ccccc1	10%	5%	-6	-11%	?	1%	0%	-16%	-5%	1	3.1%
39	Cc1sc2nc(CSCC(=O)Nc3cc(F)ccc3F)[nH]c(=O)c2c1C	-1%	15%	.	1%	.	-3%	.	.	-22%	16	-0.1%
40	CCc1ccc(-n2c(O)cnc2Nc2nc(C)cc(C)n2)cc1	-24%	-3%	-1	-5%	0%	-11%	2%	-1%	4%	4	0.4%
41	COc1ccccc1CNC(=O)CCC(=O)N1CCOc2ccc(Cl)cc21	-2%	-16%	0	0%	-7%	-8%	.	-31%	6%	2	-0.4%
42	Cc1cc2cc3c(cc2nc1SCC(=O)Nc1c(C)cccc1C)CCC3	-3%	-2%	1	-2%	.	-2%	-3%	2%	2%	10	-0.4%
43	COc1cc(CNCCc2ccc(S(N)(=O)=O)cc2)ccc1OCC(=O)NC1CCCCC1	4%	1%	6	1%	-24%	-5%	0%	-2%	9%	8	0.3%

Some of the compounds tested; count on the stated rates, not on these rows.
